RPL19A-GFP yeast: alters RPL19A-GFP fluorescence in TOR pathway yeast screen | S. cerevisiae RPL19A-GFP strain, flow cytometry, 3 h; stronger effect = lower value | percent response vs DMSO, % at 10 µM | 330,000 compounds, 0.3% hits | AID 2025;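 active = percent response vs DMSO below 50%; inconclusive = fewer than 70 events counted for the yeast strain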;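 note: median channel GFP fluorescence of the barcoded RPL19A-GFP strain; ratio of sample median GFP to plate DMSO average so 100% = DMSO; lower means less RPL19A-GFP as with rapamycin TOR inhibition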
ZTA counter: ZTA (EBV) inhibition in EBNA-1 counter-screen; P03206; ZTA-DNA binding, fluorescence polarization; inhibition, % at 11 µM; 320,000 compounds, 0.15% hits; in the data active = inhibition above about 33%
AHR act: activates the human aryl hydrocarbon receptor. AHR-responsive luciferase reporter cells, luminescence. P35869. AID 2796. activation, % at 5 µM. 320,000 compounds, 2.5% hits; in the data active = activation above about 47%;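 note: 0% = vehicle wells and 100% = reference agonist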
LAP4 TOR yeast: alters LAP4-GFP fluorescence in TOR pathway yeast screen. S. cerevisiae LAP4-GFP multiplex, flow cytometry GFP, 3 h; median GFP as percent of DMSO wells. GFP response vs DMSO, % at 10 µM. 320,000 compounds, 0.34% hits. AID 2023;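 active = GFP response vs DMSO above a set limit, about the screen mean plus 3 SD, cut at about 150% in these data; inconclusive = under 70 cell events counted for the yeast strain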
MEP2 TOR yeast: yeast TOR pathway MEP2-GFP modulation | S. cerevisiae MEP2-GFP strain, flow cytometry GFP, 3 h; 100% = DMSO control level | GFP response vs DMSO, % at 10 µM | 330,000 compounds, 0.51% hits | AID 2016;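 active = GFP response versus DMSO above a set limit, roughly screen mean plus 3 SD, cut at about 180% in these data; inconclusive = fewer than 70 cells counted for a yeast strain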;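 note: median GFP fluorescence of the barcode-gated MEP2-GFP cells per well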
EBNA-1 inhibitor: blocks EBNA-1 binding to DNA; inhibition, % at 14.8 µM; AID 1950; 300,000 compounds, 0.34% hits; EBNA-1 DNA binding, fluorescence polarization; in the data active = inhibition above about 28%
proCasp3 act: activators of human procaspase-3. P42574. 330,000 compounds, 0.11% hits. recombinant procaspase-3 D3A, Ac-DEVD-pNA absorbance 405 nm. activation, % at 8.5 µM;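 active = activation above the mean of all tested compounds plus 3 SD, cut at about 21% in these data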;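 note: 0% = DMSO alone and 100% = DMSO wells spiked with extra 5 µM PC-3 D3A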
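System: Procaspase-3 D3A mutant. Medium: Zinc-free 300 mM NaCl, 50 mM HEPES, 0.01% Triton X-100. Schedule: 1 h preincubation plus 2 h reaction at 25 °C. Measured by: 405 nm absorbance of p-nitroaniline, reads at 0 and 120 min. Read-out: percent activation relative to control range.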
procasp7 counter: activates human procaspase-7, counter-screen for procaspase-3 activators; P55210; recombinant procaspase-7, Ac-DEVD-pNA absorbance 405 nm; D23A/D198A/D206A triple mutant, cannot self-cleave; scale: DMSO 0, 5 µM enzyme 100; activation, % at 8.5 µM; 330,000 compounds, 0.093% hits; AID 463210;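 active = percent activation above the screen-wide mean plus 3 SD, cut at about 25% in these data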
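buffer or medium = Zinc-free HEPES/NaCl buffer, pH 7.4 | material = Procaspase-7 triple mutant (PC-7 D3A) | input = 2 µM procaspase-7 mutant as dispensed | signal = Epi-absorbance of released pNA at 405 nm, two timepoints | timing = 1 h preincubation, 2 h reaction | replicates = singlicate compound testing | evaluation = % activation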
* hit, by the source's call; ? = inconclusive; . = not tested or not shown.

Sample of the layout, six compounds:
SMILES	RPL19A-GFP yeast	ZTA counter	AHR act	LAP4 TOR yeast	MEP2 TOR yeast	EBNA-1 inhibitor	proCasp3 act	procasp7 counter
Cc1[nH]c(=O)[nH]c(=O)c1NC(=O)c1ccc(OC(C)C)cc1	103	-2	-1	98	107	-1	-9	-9
COc1ccccc1N1CCN(c2ccc([N+](=O)[O-])cn2)CC1	102	11	-8	99	108	-3	0	-2
CCOc1ccc(CCNC(=O)COC(=O)c2nn(C)c(=O)c3ccccc23)cc1OCC	89	-8	-4	96	94	-6	0	4
CCNC(=O)C1(c2ccccc2)CCCC1	101	-5	-2	102	102	-2	0	-4
c1ccc(-c2cn3cccnc3n2)cc1	101	8	0	107	101	6	6	-11
COc1ccccc1NC(=S)N(Cc1ccco1)Cc1cc2cccc(C)c2[nH]c1=O	104	-3	48*	86	102	5	-13	2

All compounds of this part, from the start:
SMILES	RPL19A-GFP yeast	ZTA counter	AHR act	LAP4 TOR yeast	MEP2 TOR yeast	EBNA-1 inhibitor	proCasp3 act	procasp7 counter
Cc1[nH]c(=O)[nH]c(=O)c1NC(=O)c1ccc(OC(C)C)cc1	103	-2	-1	98	107	-1	-9	-9
COc1ccccc1N1CCN(c2ccc([N+](=O)[O-])cn2)CC1	102	11	-8	99	108	-3	0	-2
CCOc1ccc(CCNC(=O)COC(=O)c2nn(C)c(=O)c3ccccc23)cc1OCC	89	-8	-4	96	94	-6	0	4
CCNC(=O)C1(c2ccccc2)CCCC1	101	-5	-2	102	102	-2	0	-4
c1ccc(-c2cn3cccnc3n2)cc1	101	8	0	107	101	6	6	-11
COc1ccccc1NC(=S)N(Cc1ccco1)Cc1cc2cccc(C)c2[nH]c1=O	104	-3	48*	86	102	5	-13	2
Nc1ccc(C(=O)OCc2nc3ccccc3s2)cc1	95	-24	4	104	100	2	7	-4
COc1ccc(CNCc2cc(OC)ccc2OC)cc1	107	5	3	91	106	-3	-1	2
O=C1N/C(=N\N=C\c2ccco2)SC1Cc1ccccc1[N+](=O)[O-] (stereo unspecified)	72	-1	83*	91	?	-6	-10	-27
O=C(Nc1cccc(-n2cnnn2)c1)c1cnccc1Cl	98	24	5	89	103	2	4	7
CCCC(=O)NC(=S)Nc1ccc(Cl)cn1	96	12	9	104	102	-10	-14	-4
COC(=O)c1ccc(Cl)c(NC(=O)CN(c2ccc(OC)c(OC)c2)S(C)(=O)=O)c1	96	-9	0	96	94	6	0	4
O=C(c1ccc(S(=O)(=O)N2CCOCC2)cc1)N(c1cccc(Cl)c1)C1C=CS(=O)(=O)C1 (stereo unspecified)	107	5	0	103	109	4	1	8
O=C1C2C3C=CC(C2C(=O)N1C1CCCCC1)C1C2C(=O)N(C4CCCCC4)C(=O)C2C31 (stereo unspecified)	100	13	-1	103	99	6	0	2
COc1ccc(N(CC(=O)Nc2cc(C)ccc2C)S(=O)(=O)c2c(C)[nH]c(=O)[nH]c2=O)cc1	100	5	1	101	101	0	1	9
Cc1occc1C(=O)OCC(=O)Nc1ccc(F)cc1	104	-11	5	107	106	1	5	9
C1CC2CN(c3nc4nonc4nc3N3CCSCC3)CCN2C1 (stereo unspecified)	98	-14	0	100	98	6	-3	-6
O=C(/C=C/c1ccccc1)N1CCN(CCN2C(=O)c3cccc4cccc(c34)C2=O)CC1	102	-14	102*	97	111	1	-1	-3
CCOc1ccc(NC(=O)CCC(=O)NNC(=O)COc2ccc(C)cc2)cc1	99	26	-1	102	101	19	-1	1
COc1cc(NC(=O)Cc2ccccc2OC)cc(OC)c1	103	2	12	104	104	7	1	8
Cc1nccc(-c2cccc(NC(=O)c3ccccc3Cl)c2)n1	99	-13	7	144	106	2	-5	5
CC(C)Sc1ccc(C(=O)Nc2ccc(F)cc2F)cn1	92	11	-11	97	94	-1	7	-5
O=c1cc(CN2CCCCC2)nc(C2CC2)[nH]1	107	-3	-1	104	105	-1	0	1
O=C(NCc1cccs1)c1ccc(S(=O)(=O)N2CCOCC2)cc1	102	-3	3	109	100	4	-8	-1
CCCc1[nH]n(-c2ccc([N+](=O)[O-])cc2)c(=O)c1C(C)=NCc1ccncc1	94	7	-3	104	95	4	-5	-3
Cc1nn(C(=O)CCC(=O)NCc2ccc(OC(C)C)cc2)c2ccccc12	102	-12	11	104	102	-6	9	3
COc1cccc(CNC(=O)C2CCN(S(=O)(=O)N3CCCCC3)CC2)c1	103	-18	0	97	103	13	5	-1
CCC(=O)N1CCc2cc(S(=O)(=O)CCC(=O)N3CCN(c4ccc(F)cc4)CC3)ccc21	109	2	1	104	103	-4	6	-5
COc1cccc(/C=C2/SC(=S)N(CC(=O)NNC(=O)c3ccccc3O)C2=O)c1	108	-2	9	95	107	8	-4	-15
N#C/C(=C\c1ccc(-c2ccccc2)o1)C(=O)Nn1cnnc1	94	-10	6	97	95	0	-9	5
CC(Cc1c[nH]c2ccccc12)C(=O)O (stereo unspecified)	98	-10	8	102	106	-9	9	4
Cc1nc2nc(C)c(CCC(=O)NC(C)c3ccc4c(c3)OCCO4)c(C)n2n1 (stereo unspecified)	91	-5	0	87	92	2	5	-1
CC(C)CC(=O)Nc1cc2nn(-c3ccccc3)nc2cc1Cl	103	-8	20	94	94	9	3	2
O=c1c2ccccc2nc(SCc2cc(F)ccc2F)n1C1CCCC1	94	13	-3	95	98	4	-2	-4
CC1CCC2(CC1)OCC1(CCC3(COC4(CCC(C)CC4)OC3)C1=O)CO2 (stereo unspecified)	98	6	-1	96	100	4	9	2
COc1ccc2[nH]c(=O)c(CN(CCO)S(=O)(=O)c3ccc4c(c3)OCCO4)cc2c1	99	9	-2	107	106	-13	0	9
CC(C)=CCN1CCN(Cc2cccn2-c2ncccn2)CC1CCO (stereo unspecified)	94	9	0	94	98	-4	8	10
CCN(CC)S(=O)(=O)c1ccc(C)c(NC(=S)NNC(=O)C2CC2)c1	109	-3	4	103	110	2	-2	2
O=C(CSc1nc2sc3c(c2c(=O)[nH]1)CCC3)NCCO	100	-12	1	102	105	10	6	-3
COc1ccccc1NS(=O)(=O)c1ccc(O)c(NC(=S)NCC2CCCO2)c1 (stereo unspecified)	95	-18	5	97	94	-9	-14	-19
COc1cccc(C2(c3cccc(OC)c3)CC2C(=O)Nc2cccc3ccccc23)c1 (stereo unspecified)	102	4	18	94	103	11	-5	-2
COc1ccc(-n2cnnc2SCC(=O)N2CCN(c3ccccc3)CC2)cc1	93	-4	0	87	96	-4	-6	4
Cc1c(Cl)cccc1NC(=S)Nc1ccccn1	96	-29	16	91	100	1	-3	-5
CCN(CC(=O)Nc1ccccc1OC)C(=O)CCc1ccccc1	99	0	10	96	100	-21	-7	-5
COc1ccc(NC(=O)ON=C2c3ccccc3-c3ccccc32)cc1	97	8	35	107	95	-4	-1	5
Cc1cc(NC(=O)CSCc2ccc([N+](=O)[O-])cc2)no1	93	14	-1	95	92	7	1	0
COc1ccc(NC(=O)CSCC(=O)NCc2ccco2)cc1	98	-7	0	103	100	3	1	-1
Cc1ccnc(NC(=O)c2cc(-c3ccc(Cl)s3)nc3ccccc23)c1	94	-10	22	109	88	17	4	-1
CCSc1nc2c(c(=O)[nH]1)C(c1cccs1)C(C(=O)OC)=C(C)N2 (stereo unspecified)	102	3	-1	99	107	2	-5	0
CCC/C(=N/NC(=O)c1csc(C)c1C)c1ccc(Cl)s1	100	-8	22	103	103	0	-6	-1
CCNC(=O)N(CC)C[C@H]1N[C@@](CC)(C(=O)OC)[C@H]2C(=O)N(Cc3ccccc3)C(=O)[C@@H]12	104	.	0	106	100	.	-2	-4
COc1cccc(OC)c1OCCOCCN1CCN(C)CC1	104	-14	2	95	107	-16	4	-2
COc1c2c(nc3ccccc13)OC(C(C)(O)CO)C2 (stereo unspecified)	93	7	0	94	97	5	0	-1
CCOC(=O)COc1ccc2c(C)cc(=O)oc2c1C(=O)c1ccccc1	95	2	0	98	104	-19	4	-5
Cc1ccc2c(c1)N(Cc1cccc(Cl)c1)C(=O)c1cccnc1O2	99	1	0	76	95	-4	9	-11
CC(=O)c1cccc(NC(=O)/C(=C/c2ccncc2)NC(=O)c2ccccc2)c1	93	-6	0	94	89	-4	3	-1
COc1ccccc1NC(=O)C1CCCN(S(=O)(=O)c2ccccc2)C1 (stereo unspecified)	105	4	5	101	106	-1	-1	-2
COc1ccc([C@H](OC)[C@@]2(Cc3ccc(O)cc3)N=C(N)N(C)C2=O)cc1	96	-3	-2	92	98	.	0	1
CC(C)Cn1c([N+](=O)[O-])nc2c1c(=O)[nH]c(=O)n2C	98	0	-2	119	93	-10	8	2
O=C(C1CCCO1)N1CCN(c2ccc(F)cc2)CC1 (stereo unspecified)	101	3	-2	103	105	5	8	-12

(list continues)
SMILES	RPL19A-GFP yeast	ZTA counter	AHR act	LAP4 TOR yeast	MEP2 TOR yeast	EBNA-1 inhibitor	proCasp3 act	procasp7 counter
O=C(CCN1CCOCC1)Nc1ccc(Cl)cc1	94	-2	2	85	119	3	-1	-5
O=C1/C(=C/c2ccccc2)SC(=S)N1N1C(=O)C2CC2C1=O (stereo unspecified)	86	-9	-3	86	118	4	-8	-5
O=[N+]([O-])c1c(Nc2ccccc2O)ccc2nonc12	100	-11	-1	107	97	-2	-4	-3
CN(C)CCN(Cc1ccco1)C(=O)c1cc2c(Cl)nc3ccccc3c2s1	99	13	5	108	101	5	2	8
CCSc1ccc(-c2nn(-c3ccccc3)cc2/C=C(/C#N)C(=O)NC)cc1	60	6	4	74	171	-8	-13	5
COc1ccc(Nc2cc(C)nc3ccccc23)cc1	.	-2	13	96	95	-1	1	-13
Cc1cccc2nc(-c3ccco3)c(Nc3ccccc3)n12	99	4	1	104	109	-11	-4	-4
Cc1c(Cl)cccc1NC(=O)c1ccc(OCC(=O)NCc2ccccc2)cc1	104	-2	-2	98	108	33*	0	-1
CCOC(=O)N1CCN(c2cc(=O)n(-c3ccc(Br)cc3)c(=O)[nH]2)CC1	105	4	0	114	106	-9	1	11
Cc1noc(C)c1CSc1nc2sc(C)c(C)c2c(=O)n1C1CCCC1	96	4	0	100	96	-1	11	-4
O=C(O)/C(=C\c1ccc(Br)cc1)NC(=O)c1cccs1	104	6	-1	97	101	2	1	4
C=CCOc1c(CNc2ccc(C(=O)O)cc2)cccc1OC	98	-8	-3	110	103	-13	4	-3
Cn1c(CCn2ccccc2=O)nc2cc(NC(=O)COc3ccccc3)ccc21	106	1	3	116	105	9	3	2
COCCNC(=O)c1ccc(NS(=O)(=O)c2cc(C)ccc2C)cc1	89	1	1	93	94	10	-1	1
C=CCOc1ccc(Cl)cc1CNC1CCCC1	102	-18	-2	90	99	-5	5	-2
CC(C)(C#CC(O)(c1ccccc1)c1ccccc1)N1CCCCC1	107	-5	-1	95	107	-6	2	4
COc1cccc(NC(=O)CSC2=C(C#N)C(c3ccco3)C3=C(CCCC3=O)N2)c1 (stereo unspecified)	97	6	11	104	98	6	-4	-9
Cc1cc2oc(=O)cc(CN3CCOCC3)c2cc1O	104	12	7	90	97	6	-7	3
CC(C)OC(=O)CSc1nc2ccccc2s1	101	1	2	98	96	9	1	-11
Cc1cnc(NC(=O)c2cc3c(C)nn(Cc4ccccc4Cl)c3s2)s1	102	-8	14	96	96	9	3	6

Compound activity as filed in PubChem.
